TRPV1 agonist = HTS Assay for Compounds that Act as Agonists of the Vanilloid Receptor 1; Transient receptor potential cation channel subfamily V member 1 (Homo sapiens), Q8NER1; TRPV1-expressing cells, Fluo-8 calcium influx, agonist mode; activation, % at 8.33 µM; 320,000 compounds, 0.19% hits; in the data active = activation above about 80%; inconclusive = between about 30% and that limit; also: 0% is about no effect
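TRPV1-expressing cells were cultured overnight at 35.5C and loaded with Fluo-8 calcium dye for 40 to 90 min at room temperature. After a 10 s baseline, compound was added and calcium influx was read kinetically for 3 min (ex 480/em 520 nm).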
Integrin act MD = qHTS for Activators of Integrin-Mediated Alleviation for Muscular Dystrophy; alpha7betagal myoblasts, beta-gal FDG fluorescence, 48 h; Potency, µM (doses to about 38.3 µM), for the others: at the top dose activation, hits mostly activators; 350,000 compounds, 0.064% hits; AID 624291, 2012;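 also: potency is read from the fitted curve at half-maximal effect; 100% = response of the positive control SU9516; nearly all actives have a fitted effect of over 60% in size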
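Alpha7betagal+/- myoblasts (passage 13) were plated 16-24 hr, then exposed to compounds (1:260 dilution of DMSO stock) for 48 hours at 37C. After MPER lysis, β-galactosidase reporter activity was read as FDG fluorescence (ex 480/em 540) after 30 minutes.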
CXXC DNA block = qHTS Fluorescence Polarization Assay for Inhibitors of MLL CXXC domain - DNA interaction; Histone-lysine N-methyltransferase 2A (Homo sapiens), Q03164; MLL-CXXC / FITC-HOXA9 DNA fluorescence polarization; Potency, µM (series often up to 115 µM), for the others: top-dose activity change, negative = inhibition, usual class: inhibitors; 290,000 compounds, 0.037% hits; active = well fitted inhibition curve with a large enough effect in the polarisation, with a control signal flat, not every such curve was filed as active; inconclusive = small, poorly fitted or top-dose-only effect, or effect the other way, or a change in a side signal; inactive = no such curve, though single readings can be large or run the other way; the % refers to the polarisation; also: potency is read from the fitted curve at half-maximal effect
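Fluorescence polarization: 7 uM MLL-CXXC (stock) preincubated 5 min with compounds, then 50 nM fluorescein-HOX-A9 DNA (stock) added; 30 min ambient. Buffer 50 mM Tris-HCl pH 7.5, 50 mM NaCl, 1 mM DTT, 0.05% BSA.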
TSG101-PTAP inh = qHTS Assay for Iinhibitors of HIV-1 Budding by Blocking the Interaction of PTAP/TSG101. Fluorescence polarization, FITC-PTAP peptide / Tsg101 binding. Potency, µM (top dose mostly 115 µM), inactives show at the top dose activity change, negative = inhibition, most hits filed as inhibitors. 340,000 tested, under 10 active. AID 493005, 2010; active = well fitted inhibition curve with a large enough effect in the main read-out, with a control signal flat, not every such curve was filed as active; inconclusive = small, poorly fitted or top-dose-only effect, or effect the other way, or a change in a side signal; inactive = no such curve, though single readings can be large or run the other way; also: potency is read from the fitted curve at half-maximal effect; % of control where 0% means no effect
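Fluorescence polarization binding of Tsg101 binding domain (10 uM final) to FITC-labeled PTAP peptide (50 nM final) in HEPES pH 7.5 buffer with NaCl, Tween 20, EDTA, TCEP. Compounds added before peptide; binding 20 min at RT.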
TCR act = Activators of T cell receptors: qHTS campaign; 330,000 tested, under 10 active; AID 504894, 2011; Potency, µM (series often up to 9.22 µM), for the others: at the top dose activation of IL-2 secretion, most hits filed as activators; primary human leukocytes, anti-CD3, IL-2 HTRF, 48 h; also: % of control where 0% means no effect
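IL-2 produced over 48 hr by a-CD3 bead-stimulated primary human leukocytes exposed to compounds was detected with a homogeneous time-resolved FRET immunoassay, 665nm acceptor signal after 320nm excitation.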
A-T KAP1 phos = qHTS Assay for Identifying a Potential Treatment of Ataxia-Telangiectasia; […] A-T fibroblasts, KAP-1 phosphorylation AlphaLISA; neocarzinostatin DNA damage 30 min before lysis; Potency, µM (top dose mostly 57.5 µM), for inactives: at the top dose activation, hits mostly activators; 320,000 compounds, 0.19% hits; also: potency is read from the fitted curve at half-maximal effect; % of control where 0% means no effect; nearly all actives have a fitted effect of over 45% in size
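ATM-like activity read as KAP-1 phosphorylation via AlphaLISA donor/acceptor antibody pairs after lysis and 6 hr at 25C. Cells were ATM-null patient fibroblasts ([…], hTERT), dosed 60 min, then exposed to the DSB inducer NCS for 30 min.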
BRCA1 expr up = qHTS Assay to Identify Small Molecule Activators of BRCA1 Expression; 380,000 compounds, 1.1% hits; MCF7-BRCA1-FFLuc reporter, luminescence, 48 h; response scale: scaled: vehicle 0%, 10 µM genistein 100%; AID 624202, 2012; Potency, µM (top dose mostly 46.1 µM), without a hit: at the highest dose activation, usual class: activators; also: potency is read from the fitted curve at half-maximal effect; nearly all actives have a fitted effect of over 80% in size; some results filed as inactive show a strong effect at the top dose
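48 h compound treatment of MCF7-BRCA1-FFLuc cells (phenol-red free MEM, 37 °C), then 15 min with luciferase substrate and luminescence imaging.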
ELG1 repair inh = qHTS screen for small molecules that inhibit ELG1-dependent DNA repair in human embryonic kidney (HEK293T) cells expressing luciferase-tagged ELG1 | HEK293T ELG1-luciferase reporter, luminescence, 16 h; DNA damage induced by 5-fluorouridine | Potency, µM (highest dose often 46.1 µM), for the others: at the top dose activity change, negative = inhibition, hits mostly inhibitors | 330,000 compounds, 2.3% hits | AID 504467, 2011; also: potency is read from the fitted curve at half-maximal effect; % is scaled to controls: 0 for no effect and ±100 for the full control effect; nearly all actives have a fitted effect of over 55% in size
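In this reporter screen, reduction of luminescence relative to DMSO vehicle indicated activity. Compounds and 5-fluorouridine were added together to 2,000 cells per well, incubated for 16 hr at 37 °C, then developed with ONE-Glo.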
p53 reactivation = qHTS assay for re-activators of p53 using a Luc reporter. H1299 p53-A138V BP100-luciferase reporter, luminescence, 24 h. Potency, µM (highest dose often 92.2 µM), inactives show at the top dose activity change, positive = activation, hits mostly activators. 320,000 compounds, 0.063% hits. AID 504706, 2011; also: potency is read from the fitted curve at half-maximal effect; % of control where 0% means no effect; nearly all actives have a fitted effect of over 45% in size
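H1299 (p53-null), stable ts p53-A138V + BP100-Luc; 1000 cells/well, Opti-MEM/10% FBS; cpd 4 pt, 1:5; 24 h, 37 deg C, 5% CO2; detection reagent 10 min RT; luminescence.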
B2AR arrestin = qHTS assay of beta-arrestin-biased ligands of beta2-adrenergic receptor. beta-arrestin recruitment to beta2AR, cell-based reporter. Potency, µM (doses to about 46.1 µM), without a hit: top-dose activation, most hits filed as activators. 330,000 compounds, 0.02% hits;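 also: potency is read from the fitted curve at half-maximal effect; 0% = DMSO controls and full agonism = EC100 isoproterenol or metaproterenol; nearly all actives have a fitted effect of over 65% in size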
* = called active by the depositor; ? = inconclusive; . = not tested or not shown; [ ] = remark or other dose. Unless noted, calls follow the shape of the dose curve; as a rule, active = well fitted curve in the direction sought with a large enough effect; inconclusive = small, poorly fitted or top-dose-only effect, or another doubt; inactive = no such curve, though single readings can be large; an effect the other way counts as inactive or inconclusive. A portion of the library; count on the stated rates, not on these rows.

Results follow in this order: TRPV1 agonist, Integrin act MD, CXXC DNA block, TSG101-PTAP inh, TCR act, A-T KAP1 phos, BRCA1 expr up, ELG1 repair inh, p53 reactivation, B2AR arrestin
1) O=c1[nH]c(=S)n(C2CC2)c(O)c1C=NCCc1ccccc1
    ., 41.4%, -9.5%, -1.3%, 1.5%, -2.6%, -16.4%, 27.9%, -1.6%, -1.0%
2) O=c1c2ccccc2nc(-c2ccco2)n1-c1ccccc1
    3.3, -24.8%, 8.4%, -6.4%, 2.6%[46.1 µM], 0.9%, -1.8%, ?, -10.0%, 0.4%
3) COc1cc(OC)c(OC)cc1CN1CCN(C(=O)Cc2ccccc2)CC1
    -1.9, -24.1%, 3.2%, -1.0%, 0.2%, -2.6%, 0.0%, -14.5%, 14.3%, -0.3%
4) O=C(Cn1ncc2c3ccccc3n(Cc3cccc(Cl)c3)c2c1=O)N1CCC2(CC1)OCCO2
    3.0, -5.4%, ?, 26.6%, -5.2%, 1.3%, -6.2%, ?, -4.6%, -0.1%
5) C[C@]12C=CC(=O)C=C1C=C[C@@H]1C2CC[C@]2(C)C(=O)CCC12 (stereo partly specified)
    1.1, -26.1%, 4.8%, -4.6%, 0.0%, -4.3%, -26.8%, 0.3%, 2.1%, -1.0%
6) O=C(CCl)Nc1nccs1
    2.3, -56.9%[inhibitor], -8.5%, -1.3%, 4.3%, -6.1%, -52.6%, 0.0%, -13.0%, 0.3%
7) COc1ccc2[nH]c(C)c(CCNCc3cc(OC)c(OC)c(OC)c3)c2c1
    8.3, 32.5%, 0.2%, -1.3%, -0.1%, 0.9%, -6.1%, 0.0%, 4.2%, 0.1%
8) C=CCn1c(O)c(C(C)=NCCc2c[nH]c3ccccc23)c(=O)[nH]c1=O
    0.0, 31.4%, -0.8%, -1.3%, 1.9%, 4.5%, -1.0%, ?, -1.9%, -1.0%
9) Cc1cccc(OP(N)(=O)Oc2cccc(C)c2)c1
    18.7, 2.5%, 6.3%, 0.6%, -3.0%, -3.8%, -5.6%, 3.2%, -1.5%, -0.2%
10) CCOc1cc2c(cc1OCC)-n1cccc1C(c1ccccc1O)NC2 (stereo unspecified)
    15.0, ?, 15.2%, 1.1%, 4.8%, 8.7%, -16.7%, -3.3%, -5.2%, -0.1%
11) COC(=O)C(=O)N1CC2(C)CNCC(C)(C1)C2=O
    -1.2, -3.1%, -0.7%, -0.6%, 7.2%, -1.9%, 9.8%, -6.8%, 2.7%, -1.4%
12) C=CCn1c(O)c(C=Nc2ccc(F)cc2)c(=O)[nH]c1=O
    3.2, 34.3%, 1.3%, 4.4%, -3.2%, 9.4%, 2.3%, 3.1%, ., -0.9%
13) CCOP(=O)(OCC)/C(=N/OC(=O)c1ccc(Cl)cc1Cl)C(N)=O
    -1.3, -13.5%, 37.4%[activator], -6.2%, -2.7%, 5.3%, -1.7%, 1.5%, -2.3%, -0.1%
14) Cc1cccc(N=C2c3cc([N+](=O)[O-])ccc3-c3c2cc([N+](=O)[O-])cc3[N+](=O)[O-])c1
    ., -27.2%, ., -6.1%, -14.3%, ., -78.3%, ., ., .
15) COc1ccc(OCC(=O)N2CCN(CC3CC4C=CC3C4)CC2)cc1 (stereo unspecified)
    0.7, -8.9%, 19.3%, -0.9%, -1.9%, 0.3%, -4.7%, -11.7%, ?, -0.3%
16) Cc1ccc(NS(=O)(=O)c2ccc(OCC(=O)N3CCN(C)CC3)cc2)cc1
    -5.9, -21.7%, 0.5%, 1.2%, 0.4%, 0.1%, -22.5%, 3.5%, -6.8%, -3.2%
17) C=Cn1ccnc1P(O)(=S)c1nc(C)c(CCOC(C)=O)s1 (stereo unspecified)
    2.9, -9.6%, 2.7%, 0.5%, -0.7%, 0.8%, 10.7%, ?, -3.2%, -0.4%
18) CCOC(=O)N1CCN(C(=O)c2ccc3c(=O)n(CCC4=CCCCC4)c(=S)[nH]c3c2)CC1
    0.5, -30.8%, -1.3%, -1.1%, -0.5%, -1.3%, -22.1%, ?, -1.7%, -0.7%
19) c1ccc(CN2CCNCC2)nc1
    -2.9, -8.4%, 13.0%, -19.5%, -8.0%, 7.7%, 0.4%, 9.4%, -1.0%, -0.2%
20) O=C(c1ccc(F)cc1)C(Cc1ccccc1)N1CCCCC1 (stereo unspecified)
    12.2, 7.0%, 2.1%, -12.4%, -0.4%, 5.9%, 18.8%, ?, 25.7%, 0.1%
21) CCc1ccc(NP(=O)(Oc2ccccc2F)Oc2ccccc2F)cc1
    4.9, -31.7%, -1.3%, -0.4%, -6.7%, 1.6%, -79.4%, ?, -1.5%, -0.1%
22) COC(=O)C1=C(c2ccccc2OCc2ccccc2)C[C@@H]2CC[C@H]1N2C(=O)NCc1ccc(Br)cc1
    17.1, -18.6%, ., -2.9%, 5.2%, 1.8%, -40.9%, -24.8%, -0.3%, 0.1%
23) CC12CCC3C(CCC4C/C(=N/O)CCC43C)C1CCC2O (stereo unspecified)
    -7.3, -9.7%, 8.2%, -3.2%, -1.5%[46.1 µM], -1.2%, -28.5%, -0.8%, -7.5%, -3.6%
24) CN[C@H](C)[C@H](O)c1ccccc1
    ?, ., 11.9%, -1.5%, 8.1%, ., 3.3%, ., ., -0.3%
25) O=C(NCC(c1cccnc1)N1CCOCC1)Oc1ccccc1 (stereo unspecified)
    1.5, -30.7%, -2.4%, -3.9%, 0.3%[46.1 µM], -0.2%, 6.0%, ?, ?, -0.7%
26) NCCc1c[nH]c2ccc(C(N)=O)cc12
    1.7, ., -4.3%, -0.6%, -11.0%, -4.6%, -7.0%, 6.6%, 3.0%, -0.3%
27) CC(=NCCO)c1c(O)n(C)c(=O)n(C)c1=O
    0.2, -10.7%, -5.8%, -5.1%, -2.7%, -3.0%, 0.6%, -1.4%, -0.5%, 0.2%
28) ClCC(Br)CBr (stereo unspecified)
    2.7, ., ., 4.0%, -1.6%, 0.7%, -1.7%, 13.7%, 0.6%, 0.2%
29) CC(=O)Nc1nnc(CCN(CCc2nnc(NC(C)=O)s2)[N+](=O)[O-])s1
    7.6, 16.1%, -10.6%, -1.4%, -7.5%, 4.5%, -2.2%, -2.6%, -1.5%, -0.8%
30) O=C(Cn1cc(C(=O)c2ccccc2F)c2ccccc21)NCc1ccco1
    -6.4, -15.0%, 20.1%, -8.6%, ., 10.1%, -48.4%, 4.3%, 3.9%, -0.6%
31) CCOC(=O)C1=C(C)c2ccccc2OC1(C(=O)OCC)c1ccccc1 (stereo unspecified)
    ., -2.0%, ., -9.5%, 2.4%[46.1 µM], 10.2%, -21.3%, 2.3%, 1.0%, 2.4%
32) C/C=C1\NC(=O)[C@@H](NC(=O)[C@H](CCc2ccc(O)cc2)NC(=O)[C@H](C)NC(=O)[C@H](O)CO)[C@@H](C)OC(=O)[C@H](C(C)C)NC(=O)[C@H](Cc2ccc(O)cc2)N(C)C(=O)[C@H](Cc2ccccc2)N2C(=O)C(CC[C@H]2O)NC1=O (stereo partly specified)
    ., 5.9%, ., -10.7%, -0.3%, 12.0%, 2.3%, 15.4%, 4.6%, -0.2%
33) CC1=NCCc2c1[nH]c1ccccc21
    -2.6, -4.4%, 17.2%, -3.6%, 6.5%, 0.6%, -33.8%, -4.0%, -0.2%, -0.5%
34) O=C(O)c1ccc(/C=C/c2nc3ccccc3c(=O)n2-c2ccc(Br)cc2)cc1
    3.1, -3.7%, 50.1%[activator], -4.0%, -6.0%, -7.5%, -39.2%, -11.8%, 8.7%, -1.0%
35) C[C@H]1CCC[C@@H](O)CCC/C=C/c2cc(O)cc(O)c2C(=O)O1
    0.1, -23.4%, -0.4%, ., ., 7.8%, ., 2.82µM*, -10.6%, 0.4%
36) Cc1c(-c2cccc(Cl)c2)nc2ccccc2c1C(=O)N1CCC2(CC1)OCCO2
    18.3, 14.7%, 10.4%, -4.5%, 1.0%, 14.7%, -25.6%, -26.5%, -17.0%, 0.3%

Assay outcomes deposited in PubChem by National Center for Advancing Translational Sciences (NCATS).
